Nrf2 inh: Nrf2 pathway inhibition. Potency, µM (highest dose often 46 µM), inactives show at the top dose activity change, negative = inhibition, hits mostly inhibitors. A549 ARE-Fluc reporter, luciferase luminescence, 18-24 h. actives 2.1% (n = 360,000); note: potency is the fitted concentration of half-maximal effect; % is set by controls: 0 for no effect and ±100 for the full control effect; nearly all actives have a fitted effect of over 60% in size
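Reporter: ARE-Fluc in A549. Exposure: 18-24 h, 37 °C, 5% CO2, 5% FBS OPTI-MEM. Readouts: fluorescent cytotoxicity (CellTiter-Fluor), then luminescent Nrf2 signal after BugLite.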
HepG2 tox: kills HepG2 cells in TGF-b inhibitor counter-screen; actives 0.76% (n = 410,000); HepG2 CAGA-GFP viability, ATP luminescence, 18 h; AID 588856; Potency, µM (doses to about 46.1 µM), inactives show top-dose activity change, negative = cytotoxicity, hits mostly cytotoxic; note: potency is the fitted concentration of half-maximal effect; some results filed as inactive show a strong effect at the top dose
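HepG2 CAGA-GFP cells (1000/well, DMEM with 1% FBS) received compound, then TGF-beta at 500 pg/mL final, and were incubated 18 hours at 37 degrees C. Viability was read by CellTiter-Glo luminescence. Media-only wells were set as complete cell-killing and DMSO as no toxicity.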
A549 viability: counter-screen for Nrf2 inhibitors: cytotoxicity in A549 cells; Potency, µM (doses to about 46 µM), for the others: at the top dose activity change, negative = cytotoxicity, usual class: inhibitors; A549 ARE-Fluc cells, CellTiter-Fluor viability, 18-24 h; actives 0.16% (n = 390,000); note: potency is the fitted concentration of half-maximal effect; % is set by controls: 0 for no effect and ±100 for the full control effect
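A549 ARE_Fluc cells in 5% FBS OPTI-MEM were exposed to compounds in concentration-response for 18-24 h at 37 deg C. Viability was read by CellTiter-Fluor fluorescence (Ex 405/Em 525) after 30 min, before the luciferase read.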
IL-1B inflam inh: inhibitors of inflammasome signaling (IL-1 beta secretion); activity change, % at 57.5 µM; THP-1 LPS/ATP IL-1B secretion, AlphaLISA, 16 h; stronger effect = lower value; actives 4.7% (n = 360,000); in the data active = activity change below about -50%; inconclusive = mostly about -30% to -49%; note: % is set by controls: 0 for no effect and ±100 for the full control effect
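Secreted IL-1B measured by AlphaLISA bead assay after 16 h compound exposure of THP-1 cells; compounds (final up to 57.5 uM) added 1 h before LPS (250 ng/mL) and ATP (1.25 mM) stimulation; lower signal means less secretion.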
MCF10A rerep: induces DNA re-replication in MCF 10a normal breast cells. Potency, µM (doses to about 46.1 µM), inactives show at the highest dose activity, positive = re-replication, usual class: activators. actives 2.9% (n = 350,000). MCF 10A DNA re-replication, Hoechst nuclear intensity, 48 h. AID 624296; note: potency is the fitted concentration of half-maximal effect; % of control where 0% means no effect; nearly all actives have a fitted effect of over 50% in size
ATXN2 expr inh: reduces ATXN2 reporter expression in HEK-293 cells; AID 1745845; Potency, µM (titrated, usually from 57 µM), without a hit: at the top dose activity change, negative = inhibition, actives largely listed as inhibitors; actives 0.72% (n = 360,000); HEK-293 ATXN2-luciferase reporter, luminescence, 24 h; note: potency is the fitted concentration of half-maximal effect; % is set by controls: 0 for no effect and ±100 for the full control effect; nearly all actives have a fitted effect of over 55% in size
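qHTS (up to 57 uM final) was run with 24 h compound exposure of reporter cells at 37 °C. Each well was multiplexed: SteadyGlo luminescence measured ATXN2-luciferase expression after a fluorogenic Gly-Phe-AFC viability readout (25 uM final).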
Nrf2 ARE act: Nrf2 pathway activation | AID 624171 | Potency, µM (series often up to 46.1 µM), for inactives: at the top dose activation, actives largely listed as activators | actives 0.31% (n = 410,000) | AREc32 ARE-luciferase reporter (MCF7-derived line), luminescence, 24 h; note: potency is the fitted concentration of half-maximal effect; % of control where 0% means no effect; nearly all actives have a fitted effect of over 65% in size
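Steps: seed AREc32_Fluc cells (1000/well, 5% FBS OPTI-MEM); incubate overnight at 37 deg C; add 23 nL compound; incubate 24 hr; add Steady-Glo; hold 30 min RT; read luminescence.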
TGFb inhibitor: TGF-b pathway inhibition; HepG2 CAGA-GFP TGF-b/SMAD3 reporter, GFP fluorescence, 18 h; TGF-beta stimulated, 500 pg/mL final; Potency, µM (top dose mostly 46.1 µM), for inactives: at the highest dose activity, negative = inhibition, hits mostly inhibitors; actives 1.2% (n = 410,000); AID 588855; note: potency is the fitted concentration of half-maximal effect; % is set by controls: 0 for no effect and ±100 for the full control effect; nearly all actives have a fitted effect of over 65% in size
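HEPG2 CAGA-GFP, 1000 cells/well; 2 h settle, 37 C; cpd via pin tool; TGF-b 500 pg/mL final; 18 h, 37 C; GFP imaging ex488/em500-530; %Activity normalised to -TGF-b and +DMSO controls; CRC fit, curve class.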
ATXN viability: cell viability loss in ATXN counter-screen; S2 cells (HEK-293 line with an ATXN2-luciferase reporter) viability, CellTiter-Fluor protease fluorescence, 24 h; Potency, µM (doses to about 56.7 µM), most hits filed as cytotoxic; actives 0.49% (n = 400,000); AID 651635; note: potency is the fitted concentration of half-maximal effect; nearly all actives have a fitted effect of over 40% in size
The depositor's hits bear a star; i = inactive; ? = inconclusive; · = not tested or not shown; [ ] = dose if it differs, or a comment. Unless noted, calls come from the whole dose curve; as a rule, active = well fitted curve in the direction sought with a large enough effect; inconclusive = small, poorly fitted or top-dose-only effect, or another doubt; inactive = no such curve, though single readings can be large; an effect the other way counts as inactive or inconclusive.

mol	ATXN2 expr inh	Nrf2 ARE act	A549 viability	ATXN viability	IL-1B inflam inh	MCF10A rerep	TGFb inhibitor	HepG2 tox	Nrf2 inh
Cc1ccc(S(=O)(=O)c2nc(S(C)(=O)=O)sc2N2CCCC2)cc1	5.2%	0.0%	-0.9%	i	-1.5	-1.2%	16.0%	12.6%	-6.4%
COc1ccc(CNC(=O)c2cnn(-c3ccc(C)cc3)c2-n2cccc2)cc1OC	·	-0.8%	-11.3%	·	·	·	?	-17.2%	·
CCCCN(C(=O)c1c(-c2ccccc2)noc1C)c1c(N)n(CCC)c(=O)[nH]c1=O	-2.9%	-0.7%	0.3%	i	-8.9	1.4%	7.6%	2.4%	-0.3%
O=C(c1ccccc1F)N(Cc1nc2ccccc2c(=O)[nH]1)C1CCCC1	·	0.3%	-9.4%	i	6.2	12.0%	?	-29.1%	0.0%
COc1ccc(CN(CC(=O)NCc2ccc(F)cc2)C(=O)c2csnn2)cc1	4.9%	0.2%	-2.6%	i	17.7	?	-1.5%	2.6%	-8.6%
CC(=O)N1CCN(c2ccc(N)cc2)CC1	-10.0%	0.3%	-2.9%	i	·	-3.1%	-0.7%	3.3%	-1.5%
Cc1ccc(NC2Nc3cc(C)nn3S2)c(C)c1 (stereo not given)	77.6%[activator]	3.6%	-4.5%	i	43.0	0.1%	?	4.2%	?
COc1ccc(Br)cc1S(=O)(=O)Nc1cc(-c2cn3ccccc3n2)ccc1C	-1.8%	3.5%	3.1%	i	·	·	-13.1%	-35.1%	20.4%
CCCCn1c(N)c(N(CCOC)C(=O)C2CCN(S(=O)(=O)c3ccc(F)cc3)CC2)c(=O)[nH]c1=O	-4.8%	0.1%	-1.5%	i	7.9	-2.7%	15.9%	-9.9%	-3.7%
COc1ccc(CNC2CCSc3ccccc32)cc1OC (stereo not given)	9.0%	-0.3%	0.5%	i	?	2.4%	6.8%	-2.8%	-3.9%
COc1ccc(Br)cc1CN1CCCCCC1	-21.6%	0.5%	10.1%	i	-8.4	8.0%	-4.6%	0.1%	-7.9%
O=C(CCCn1c(=O)c2cccn2c2ccc(F)cc21)NCCc1ccccc1	·	3.0%	7.4%	·	·	·	-6.8%	-16.6%	-14.9%
CCCCn1c2nc3ccccc3nc2c2c(=O)n(CCC)cnc21	-1.7%	-1.0%	-14.0%	i	-9.2	5.3%	-13.1%	-26.9%	-0.5%
CCc1nn(CCCC(=O)N2CCN(c3cccc(C)c3C)CC2)c(=O)c2cc3occc3n12	·	0.7%	-1.0%	?	10.7	?	-28.1%	-28.7%	0.8%
CCCCn1cc(S(=O)(=O)c2ccc(C)c(C)c2)c(=O)c2cc(F)c(N3CCCC(C)C3)cc21 (stereo not given)	·	-1.3%	-18.9%	·	·	·	24.1%	4.6%	-12.4%
CCOC(=O)c1ccccc1NC(=O)CN1CCC(n2nnc3cc(F)ccc32)CC1	-2.3%	0.1%	-5.0%	i	27.2	22.3%	0.8%	5.5%	?
COc1ccc(C(=O)N2CCC(c3ccccc3)CC2)c(OC)c1OC	·	2.6%	7.6%	i	0.0	-5.4%	0.0%	-0.1%	15.4%
CCC(=O)NC(c1ccccc1Cl)c1c(O)ccc2ccccc12 (stereo not given)	1.9%	-0.4%[9.22 µM]	0.7%	i	17.5	1.7%	?	-30.3%	-8.3%
O=C(O)CC(CC(=O)Nc1ccc(C(=O)O)cc1)c1ccccc1 (stereo not given)	6.9%	-0.1%	1.9%	i	15.4	2.4%	0.0%	0.2%	1.9%
O=C(Nc1cc([N+](=O)[O-])ccc1N1CCCC1)c1cccs1	-13.0%	-0.5%	-22.1%	?	?	-0.6%	9.3%	8.9%	-8.1%
Nn1c(SCc2nc3ccccc3[nH]2)nnc1-c1cccnc1	0.8%	-0.8%	-1.6%	i	-8.3	13.2%	-6.2%	-15.9%	-15.1%
COc1ccc2nc3oc(C(=O)NCCCOC(C)C)cc3cc2c1	6.1%	0.6%	0.2%	i	?	-1.5%	-2.1%	3.9%	-3.8%
CCN(CC)CCN1C(=O)C(=O)/C(=C(/O)c2c(C)[nH]c(C(=O)OC)c2C)C1c1ccco1 (stereo not given)	22.9%	0.0%	-0.8%	i	-0.2	-2.4%	-17.7%	-0.1%	5.4%
CCOc1ccc(CCNC(=O)COC(=O)CNS(=O)(=O)c2ccc(NC(C)=O)cc2)cc1OCC	-9.6%	-0.7%	-1.6%	?	-11.5	-0.2%	33.5%[activator]	-18.6%	5.1%
Cc1cc(C)c(S(=O)(=O)N2CCN(C(=O)c3ccccc3OCc3c(C)noc3C)CC2)c(C)c1	-15.2%	0.4%	0.4%	i	?	10.3%	?	-24.6%	-14.5%
COc1cc(N)c(Cl)cc1C(=O)OCC(=O)NC1CCCC1	-1.8%	-0.9%	-2.3%	i	-6.9	-15.0%	17.1%	-1.3%	-0.2%
O=C(COc1ccccc1)NCc1n[nH]c(=S)n1-c1ccccc1	-14.6%	2.5%	2.6%	i	-17.2	-1.9%	-7.4%	1.5%	18.0%
COC(=O)c1cnn(-c2ccccc2)c1C(OC)OC	-6.4%	-0.3%	1.3%	i	5.1	6.3%	0.3%	-14.7%	2.9%
O=C(CCC(=O)N1CCSc2ccccc21)NC1CCCCC1	0.1%	-1.2%	4.9%	i	-5.6	0.9%	6.2%	-0.4%	12.6%
COc1ccc(C(=O)Cc2ccc(OC)c(OC)c2)cc1	38.4%[activator]	2.7%	3.1%	i	0.0	-4.5%	-10.4%	3.0%	?
CCCS(=O)(=O)Nc1cc2c(cc1NCc1ccccc1)n(C)c(=O)n2C	41.0%[activator]	?	4.4%	i	·	·	13.6%	-22.5%	-9.2%
Nc1nccc(/C=C/c2c(F)cccc2Cl)n1	-4.0%[11.3 µM]	10µM*	6.3%	i	-85.1*	-5.2%	-26.6%	-1.1%	?
Cc1cc(NC(=O)CN2C(=O)NC3(CCC(C)CC3)C2=O)no1 (stereo not given)	2.6%	-0.2%	1.7%	i	10.2	-5.3%	-2.9%	-4.7%	-2.3%
Cc1nn(-c2ccccc2)c2c1cc1c(=O)[nH]c(=O)nc-1n2-c1cccc(Cl)c1	9.4%	-0.3%	5.9%	i	·	·	-10.4%	3.9%	-4.9%
COc1ccc(C(=O)Cc2nnc(C)s2)c(OC)c1	21.4%	6.0%	0.5%	i	0.0	27.5%	1.6%	-2.4%	10.0%
Nc1c(C(=O)Nc2ccc3c(c2)OCCO3)nnn1Cc1ccc(F)cc1	23.4%	2.1%	-13.5%	i	-7.1	2.0%	3.5%	-1.5%	20.2%
O=C(CS(=O)(=O)c1cn(CC(=O)N2CCCC2)c2ccccc12)Nc1ccccc1	0.4%	0.2%	3.7%	i	2.2	4.3%	-1.7%	-2.9%	-8.6%
O=C(CN1C(=O)C2C3CCC(C3)C2C1=O)OCC(=O)c1ccccc1 (stereo not given)	4.0%	0.0%	0.4%	i	0.3	-10.6%	-22.2%	8.6%	?
S=c1[nH]nc(CSc2nc3ccccc3s2)n1Cc1ccccc1	-15.1%	-0.1%	-9.9%	i	24.7	10.3%	-1.9%	-12.8%	-27.5%
S=c1[nH]c(=S)c2[nH]cnc2[nH]1	·	·	-11.6%	·	·	·	10.7%	-5.5%	6.3%
O=C(CCNC(=O)c1ccccc1Cl)NCC1CCCO1 (stereo not given)	3.0%	2.4%	-3.8%	i	22.9	20.6%	5.4%	4.8%	-0.2%
COc1ccc(C2c3ccsc3CCN2C(C)=O)cc1 (stereo not given)	·	3.9%	18.4%	?	-0.5	10.0%	8.9%	9.1%	?
Cc1ccc(CNC(=O)Cn2cnc(S(=O)(=O)N3CCCCC3)c2)o1	11.5%	0.4%	-0.3%	i	1.3	-6.6%	1.2%	0.6%	1.1%
O=C(N1CCCC1)C12CC3CC(C1)CC(C(=O)N1CCCC1)(C3)C2	6.0%	0.0%	-0.3%	i	0.0	0.0%	?	-6.7%	0.8%
COc1ccc(-c2nnc(NC(=O)C(C)C)o2)cc1	13.7%	-0.7%	1.2%	i	-3.1	1.2%	-3.2%	-18.8%	9.6%
c1ccc(C2Nc3cccc4cccc(c34)N2)cc1	-8.8%	14.4%	-1.7%	?	38.9	1.2%	0.8%	-9.2%	12.0%
Cc1c(/C(O)=C2/C(=O)C(=O)N(CCN3CCOCC3)C2c2ccccn2)cnn1-c1ccccc1 (stereo not given)	?	-0.8%	0.9%	i	23.8	-9.8%	85.9%[activator]	10.5%	?
COc1cc(/C=C2\C(C)=C(C#N)c3nc(N)c(C#N)c(C)c32)ccc1OCC(=O)O	·	-0.4%	-12.9%	i	0.0	-2.5%	-17.6%	1.0%	-5.1%

A second format for three compounds above:
Screens in order – ATXN2 expr inh, Nrf2 ARE act, A549 viability, ATXN viability, IL-1B inflam inh, MCF10A rerep, TGFb inhibitor, HepG2 tox, Nrf2 inh
- Cc1ccc(S(=O)(=O)c2nc(S(C)(=O)=O)sc2N2CCCC2)cc1
  5.2%, 0.0%, -0.9%, i, -1.5, -1.2%, 16.0%, 12.6%, -6.4%
- COc1ccc(CNC(=O)c2cnn(-c3ccc(C)cc3)c2-n2cccc2)cc1OC
  ·, -0.8%, -11.3%, ·, ·, ·, ?, -17.2%, ·
- CCCCN(C(=O)c1c(-c2ccccc2)noc1C)c1c(N)n(CCC)c(=O)[nH]c1=O
  -2.9%, -0.7%, 0.3%, i, -8.9, 1.4%, 7.6%, 2.4%, -0.3%
